Bioassay records (PubChem)
aSyn UTR inh: 5' untranslated region of α-synuclein, MLPCN primary screen. alpha-synuclein 5'UTR reporter, inhibitor activity. inhibition, % (tested at 7.5 µM). 300,000 tested, 0.82% active; in the data active means inhibition above about 60%; inconclusive means no clear call, values can overlap the other calls;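 further: H4 neuroglioblastoma cells stably carrying SNCA 5'UTR luciferase fusion; 0% = DMSO wells and 100% = positive control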
IEC-6 tox: IEC-6 cytotoxicity, counter-screen for KLF5 inhibitors; luminescence viability; inhibition, % at 5 µM; 290,000 tested, 0.78% active; in the data active means inhibition above about 22%;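 further: 0% = plate median of test compound wells and 100% = cytotoxic reference compound wells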
SKKanGAS inh: blocks kanamycin growth of S. pyogenes SKKanGAS strain. AID 1662. BacTiter-Glo, 6 h. inhibition, % at 7.5 µM. 300,000 tested, 1.3% active;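 active means mean replicate score, as percent of positive control median, at least 50; inconclusive means mean below 50 but one replicate at or above 50; inactive means mean and every replicate below 50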;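 further: strain carries kanamycin resistance gene driven by streptokinase promoter and grows in 40 µg/ml kanamycin; loss of luminescence reflects streptokinase promoter inhibition or plain growth inhibition; 0% = median of DMSO wells and 100% = positive control at its reference dose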
MrgX1 antag: blocks BAM8-22 activation of human MrgX1 receptor. Q96LB2. MRGX1-HEK293 calcium flux, Fluo-4, BAM8-22 antagonism; active compounds read low. B-score at 10 µM. 310,000 tested, 1.3% active. AID 588676;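 active means calcium-response B-score plate-corrected more than 3 library SD below zero, starting fluorescence within 5 deviations, no agonist response on first addition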;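 further: peak minus trough fluorescence over baseline after final BAM8-22 challenge near maximal dose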
TRPC6 inhibitor: blocks the mouse TRPC6 cation channel. 310,000 tested, 1.1% active. Q61143. HEK293-TRPC6, membrane potential dye, ACh-evoked depolarization; active compounds read low. B-score at 10 µM;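 active means B-score under library mean minus 3 SD, initial fluorescence not abnormally high, positive integrated signal ratio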;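 further: B-score derived from integrated fluorescence ratio over the kinetic read; more negative B-score means stronger inhibition of depolarization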
Target sequence (Q61143 whole entry, looked up): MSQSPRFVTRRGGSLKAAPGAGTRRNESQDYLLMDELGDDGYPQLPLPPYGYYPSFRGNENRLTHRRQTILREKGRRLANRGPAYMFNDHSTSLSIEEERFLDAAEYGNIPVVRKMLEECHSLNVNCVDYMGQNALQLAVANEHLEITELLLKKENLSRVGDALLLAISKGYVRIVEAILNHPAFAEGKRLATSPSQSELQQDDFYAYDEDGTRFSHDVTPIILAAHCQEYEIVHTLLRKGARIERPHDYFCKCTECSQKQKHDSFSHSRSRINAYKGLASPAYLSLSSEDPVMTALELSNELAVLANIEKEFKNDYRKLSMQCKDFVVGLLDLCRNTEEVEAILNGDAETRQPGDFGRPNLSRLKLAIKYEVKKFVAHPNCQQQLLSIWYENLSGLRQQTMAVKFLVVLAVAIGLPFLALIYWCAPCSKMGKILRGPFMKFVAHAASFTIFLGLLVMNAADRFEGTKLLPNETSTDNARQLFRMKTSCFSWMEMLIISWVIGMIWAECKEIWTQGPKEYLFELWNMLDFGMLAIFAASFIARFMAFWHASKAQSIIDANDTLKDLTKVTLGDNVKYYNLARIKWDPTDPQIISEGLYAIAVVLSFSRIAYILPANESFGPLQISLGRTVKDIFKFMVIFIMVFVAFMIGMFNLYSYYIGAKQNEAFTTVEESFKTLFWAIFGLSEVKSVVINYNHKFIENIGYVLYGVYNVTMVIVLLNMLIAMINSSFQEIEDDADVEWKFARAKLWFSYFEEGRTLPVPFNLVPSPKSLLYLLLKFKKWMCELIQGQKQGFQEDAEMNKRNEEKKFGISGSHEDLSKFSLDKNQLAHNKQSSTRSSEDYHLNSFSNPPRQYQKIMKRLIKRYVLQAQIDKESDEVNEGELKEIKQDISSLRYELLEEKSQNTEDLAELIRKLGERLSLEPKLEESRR
TRPC6 activator: activates the mouse TRPC6 cation channel; HEK293-TRPC6 membrane potential dye fluorescence; active compounds read high; B-score at 10 µM; 310,000 tested, 0.13% active; AID 2550;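 active means B-score of the integrated fluorescence ratio above library mean plus 3 SD, and starting fluorescence ratio within library mean plus 5 SD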;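 further: higher score means more depolarization so channel activation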
HIF activator: HIF pathway transcriptional activation | U2OS HRE-luciferase reporter, luminescence; normalized: DMSO 0%, desferrioxamine 100% | activation, % at 7.5 µM (by protocol) | 300,000 tested, 0.32% active | AID 1910;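 active means mean activation of at least 10% of the iron chelator positive control signal, with at least half of replicates also reaching 10%; inconclusive means mean and replicate majority disagree about reaching 10%; inactive means mean and most replicates under 10%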
TRPC4 act: opens the mouse TRPC4 cation channel. 310,000 tested, 0.49% active. HEK293 TRPC4beta/mu-opioid, Fluo4 calcium fluorescence; active compounds read high. B-score at 10 µM. Q9QUQ5;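 active means B-score above 5 SD of library B-scores, and initial fluorescence ratio not above library mean plus 5 SD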;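 further: positive B-score marks a calcium rise read as TRPC4 activation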
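Assay system: HEK293 cells stably co-expressing mouse TRPC4beta and mu-opioid receptor / Timing: Fluo4 dye loading 45 min at room temperature, 110 s recording / Signal: Fluo4 calcium-sensitive dye fluorescence, kinetic, 1 Hz baseline / Read-out: integrated baseline-normalised fluorescence ratio, converted to per-well B score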
TRPC4 potent: allosterically enhances the mouse TRPC4 cation channel | Q9QUQ5 | HEK293 TRPC4beta/mu-opioid, DAMGO EC20, Fluo-4 Ca2+ flux; active compounds read high | B-score at 10 µM | 310,000 tested, 0.42% active | AID 2227;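 active means B-score of calcium response area above 5 SD of library B-scores, with initial fluorescence ratio within 5 SD of library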;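 further: B-score of integrated fluorescence ratio over time as area under calcium response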
KLF5 inhibitor: suppresses KLF5 promoter-driven expression | DLD-1 KLF5 promoter-luciferase reporter, luminescence | inhibition, % at 5 µM | 290,000 tested, 0.23% active;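 active means inhibition above a per-plate limit of that plate's mean compound inhibition plus 3 SD, cut at about 60% in these data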;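 further: 0% = DMSO wells and 100% = LY294002 at 200 µM; higher means less KLF5 promoter-driven luciferase light; inactives centre near -14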
TRPC4 block: TRPC4 (mouse) channel inhibition; 300,000 tested, 0.39% active; Q9QUQ5; AID 2247; HEK293 TRPC4beta/mu-opioid, DAMGO-evoked Fluo4 calcium flux; active compounds read low; B-score at 10 µM;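 active means B-score over 3 SD under the library average, no early fluorescence shift, positive overall ratio signal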
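System: stable TRPC4beta/mu-opioid receptor HEK293 cells; Dosing: single-point compound dosing; Measured by: Fluo4 Ca2+ flux fluorescence; Read-out basis: per-well B score of integrated baseline-normalized Fluo4 ratio.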
* hit, by the source's call; i = inactive; ? = inconclusive; nt = not tested or not shown.

SMILES	aSyn UTR inh	IEC-6 tox	SKKanGAS inh	MrgX1 antag	TRPC6 inhibitor	TRPC6 activator	HIF activator	TRPC4 act	TRPC4 potent	KLF5 inhibitor	TRPC4 block
Cc1onc(-c2ccccc2Cl)c1C(=O)N1CCCc2ccccc21	2.7	2.0	-4.9	i	i	i	-0.1	i	i	3.6	i
Cc1ccc(CNC(=O)c2ccc(N3CCC4(CC3)CC(c3ccccc3)=NO4)c(NC(=O)c3cccc(C)c3)c2)cc1	22.5	nt	10.4	i	i	i	-0.3	i	i	nt	i
CN(C)CCOC(=O)CC12CC3CC(C1)CC(CC(=O)OCCN(C)C)(C3)C2	-0.7	5.6	1.5	i	i	i	-0.3	i	i	-19.1	i
S=C(NCCc1ccccc1)N/N=C/C1CCCCC1	-40.9	4.1	18.3	i	i	i	1.8	i	i	-25.1	i
O=C(NCc1ccco1)c1nn(-c2ccccc2)c(=O)c2ccccc12	1.6	-7.5	-10.2	i	i	i	-0.7	i	i	-13.0	i
O=C(NS(=O)(=O)c1ccccc1[N+](=O)[O-])c1ccccc1	13.4	-7.0	-0.4	i	i	i	0.1	i	i	-12.0	i
CC(=O)N1N=C(c2ccccc2)OC1(C)CC(=O)Nc1ccccc1 (stereo not drawn)	7.4	-12.0	3.9	i	i	i	0.9	i	i	0.8	i
Cc1ccc(S(=O)(=O)N(CC2CO2)c2cc(Cl)ccc2Cl)cc1 (stereo not drawn)	-20.8	2.7	-8.8	i	i	i	0.2	i	i	1.6	i
Cn1ncc2c(=O)[nH]cnc21	-10.8	4.2	-3.0	i	i	i	-0.3	i	i	-12.1	i
Cc1ccc(S(=O)(=O)N2CCCN(S(=O)(=O)c3ccc4ccccc4c3)CC2)cc1	2.9	4.9	0.7	i	i	i	0.1	i	i	12.9	i
CCCNC(=O)NC(C(=O)OC)C12CC3CC(CC(C3)C1)C2 (stereo not drawn)	-18.5	4.2	-2.6	i	i	i	-0.3	i	i	-18.5	i
O=c1c2cnn(-c3ccccc3)c2nc(-c2cccs2)n1-c1cccc(Cl)c1	-63.1	6.0	21.9	i	i	i	0.5	i	i	11.3	i
CCc1c(C(=O)Nc2ccc(OC)c(Cl)c2)[nH]c(C)c1C(C)=O	-39.5	13.8	-7.1	i	i	i	0.0	i	i	-7.1	i
COc1ccc(-n2nc(C(=O)NCC(=O)NCC3COc4ccccc4O3)c3ccccc3c2=O)cc1 (stereo not drawn)	17.7	-5.5	-1.0	i	i	i	0.0	i	i	-2.3	i
CC(C)(COC(=O)Nc1ccccc1)COC(=O)Nc1ccccc1	-14.8	4.2	-0.3	i	i	i	-0.8	i	i	-3.1	i
CCn1cc(C(=O)NC2CCCCCC2)c(=O)c2ccc(C)nc21	-1.4	-0.9	0.1	i	i	i	-5.2	i	i	-10.3	i
COc1cc2c(cc1OC)CN(C(=O)c1ccc(Br)o1)CC2	-0.2	-4.2	-1.1	i	i	i	-0.1	i	i	4.0	i
COc1ccc(CC(NC(C)=O)C(=O)NC2CCN(S(=O)(=O)c3cccc4ccccc34)CC2)cc1OC (stereo not drawn)	-1.1	-3.4	5.4	i	i	i	nt	i	i	1.5	i
CCOC(=O)C1CCCN(C(=O)c2cccc(S(=O)(=O)N3CC(C)OC(C)C3)c2)C1 (stereo not drawn)	14.2	-11.6	-5.4	i	i	i	0.0	i	i	-6.8	i
COc1ccc(NC(=O)c2coc(C)c2)cc1	-115.2	1.9	3.8	i	i	i	3.5	i	i	-85.7	i
CCC(=C/c1sc2ccc3ccccc3c2[n+]1C)/C=C1\Sc2ccc3ccccc3c2N1C	-121.6	32.2*	69.5*	i	i	i	0.6	i	i	-6.4	i
CN(C)/C=C(\C#N)S(=O)(=O)c1ccc(Cl)cc1	5.1	-4.2	-14.6	i	i	i	-0.3	i	i	6.5	i
Cc1ccoc1C(=O)NCc1occc1C(=O)O	2.4	1.6	-3.5	i	i	i	0.5	i	i	-0.3	i
Cc1ccc(-c2ocnc2C(=O)Nc2ccccc2NC(=O)c2ccccn2)cc1	41.4	27.4*	-4.2	i	i	i	-0.1	i	i	-19.9	i
CC(C)(C)c1cc(C(=O)N2CCc3ccccc3C2)ccn1	-4.6	6.7	5.3	i	i	i	0.1	i	i	-19.7	i
CC(C)=CCN1CCN(Cc2ccc(N3CCNC3=O)cc2)CC1CCO (stereo not drawn)	-21.6	-5.0	2.7	i	i	i	0.2	i	i	1.6	i
COc1cc(/C=C2/SC(=O)NC2=O)ccc1OC(=O)c1ccco1	-28.8	9.7	10.7	i	i	i	1.0	i	i	-82.4	i
COc1cc(C(=O)N/N=C\c2ccccc2)c([N+](=O)[O-])c(OC)c1OC	7.8	3.3	-2.4	i	i	i	-0.4	i	i	-8.6	i
CCOc1ccc(NC(=O)COC(=O)c2cccnc2)cc1	-3.7	4.6	-1.5	i	i	i	0.1	i	i	6.2	i
CCOc1ccccc1NC(=O)Nc1cccc(S(N)(=O)=O)c1	-13.2	1.8	-8.7	i	i	i	-0.2	i	i	-53.3	i
COC(=O)CCC(=O)OC1(C)C(=O)C=C2C=C(C3CC3)OC=C2C1=O (stereo not drawn)	33.8	nt	8.0	i	i	i	-0.3	i	i	nt	i
Cc1ccc(NC(=S)Nc2ccc(OC(F)F)c(Cl)c2)cc1F	-105.1	-7.0	?	i	i	i	3.3	i	i	-20.1	i
CC(=O)Nc1sc(C)c(C)c1C(=O)OCCOc1ccccc1	-129.5	5.7	-2.3	i	i	i	2.5	i	i	-141.6	i
CC(Sc1nc2scc(-c3ccccc3)c2c(=O)[nH]1)C(=O)NC(N)=O (stereo not drawn)	7.4	1.1	21.0	i	i	i	0.3	i	i	-14.3	i
O=C(OC(C(=O)NCc1ccccc1)c1ccccc1F)c1ccco1 (stereo not drawn)	-16.1	-0.3	11.8	i	i	i	0.2	i	i	-38.9	i
Cc1c(C(=O)OC(C)C)sc(NC(=O)C2CCCO2)c1C(=O)OC(C)C (stereo not drawn)	-12.2	6.5	8.6	i	i	i	-0.2	i	i	-8.0	i
CCC(=O)c1c(NC(C)C)cc(C)oc1=O	-13.2	-0.3	-1.6	i	i	i	-0.4	i	i	-17.3	i
COC(=O)c1ccc(CN2CCC(CO)(Cc3ccc(OC)cc3)CC2)cc1	-20.9	0.8	-10.7	i	i	i	0.0	i	i	-22.1	i
CCS(=O)(=O)N1N=C(c2ccc(NS(C)(=O)=O)cc2)CC1c1ccccc1 (stereo not drawn)	-1.0	3.9	-0.1	i	i	i	0.4	i	i	8.3	i
COC(=O)c1ccccc1NC(=O)C1CCN(C(=O)N2CCOc3ccccc32)CC1	12.7	1.6	-5.3	i	i	i	0.1	i	i	-4.9	i

2 entries drawn at random from those above, as already listed:
SMILES	aSyn UTR inh	IEC-6 tox	SKKanGAS inh	MrgX1 antag	TRPC6 inhibitor	TRPC6 activator	HIF activator	TRPC4 act	TRPC4 potent	KLF5 inhibitor	TRPC4 block
COC(=O)c1ccc(CN2CCC(CO)(Cc3ccc(OC)cc3)CC2)cc1	-20.9	0.8	-10.7	i	i	i	0.0	i	i	-22.1	i
CCS(=O)(=O)N1N=C(c2ccc(NS(C)(=O)=O)cc2)CC1c1ccccc1 (stereo not drawn)	-1.0	3.9	-0.1	i	i	i	0.4	i	i	8.3	i

Compound profiles, from the list above. Screens in order: aSyn UTR inh, IEC-6 tox, SKKanGAS inh, MrgX1 antag, TRPC6 inhibitor, TRPC6 activator, HIF activator, TRPC4 act, TRPC4 potent, KLF5 inhibitor, TRPC4 block
COC(=O)c1ccccc1NC(=O)C1CCN(C(=O)N2CCOc3ccccc32)CC1 across the screens: 12.7, 1.6, -5.3, i, i, i, 0.1, i, i, -4.9, i
CC(=O)Nc1sc(C)c(C)c1C(=O)OCCOc1ccccc1 across the screens: -129.5, 5.7, -2.3, i, i, i, 2.5, i, i, -141.6, i
CC(Sc1nc2scc(-c3ccccc3)c2c(=O)[nH]1)C(=O)NC(N)=O (stereo not drawn) across the screens: 7.4, 1.1, 21.0, i, i, i, 0.3, i, i, -14.3, i
CCS(=O)(=O)N1N=C(c2ccc(NS(C)(=O)=O)cc2)CC1c1ccccc1 (stereo not drawn) across the screens: -1.0, 3.9, -0.1, i, i, i, 0.4, i, i, 8.3, i
CCC(=O)c1c(NC(C)C)cc(C)oc1=O across the screens: -13.2, -0.3, -1.6, i, i, i, -0.4, i, i, -17.3, i

Further results.
SMILES	aSyn UTR inh	IEC-6 tox	SKKanGAS inh	MrgX1 antag	TRPC6 inhibitor	TRPC6 activator	HIF activator	TRPC4 act	TRPC4 potent	KLF5 inhibitor	TRPC4 block
CCC(C)(C)NC(=O)CN(C(=O)c1csnn1)c1cccc2c1CCCC2	-3.7	-1.0	-1.2	i	i	i	0.1	i	i	-1.7	i
Cc1cccc(N(C(=O)CNC(=O)c2ccco2)C(C(=O)NC2CCCC2)c2ccncc2)c1 (stereo not drawn)	-1.2	-0.2	-0.4	i	i	i	0.2	i	i	-20.7	i
CCCOc1ccccc1N/C(=N/c1nc(C)cc(C)n1)NC(=O)Nc1ccc(Cl)cc1	44.5	5.2	3.7	i	i	i	0.5	i	i	-11.1	i
O=C(Nc1ccc(Br)cc1)c1ccco1	-154.1	0.7	13.6	i	i	i	2.2	i	i	-119.7	i
COc1cc(NS(=O)(=O)N2CCCC2)cc(OC)c1OC	24.0	8.4	-0.9	i	i	i	-0.3	i	i	-36.1	i
CC(C)(C)NC(=O)c1ccc(NC(=O)C2COc3ccccc3O2)cc1 (stereo not drawn)	-15.1	1.4	-4.3	i	i	i	0.0	i	i	2.2	i
N#Cc1cc(C#N)c(SCC(=O)NCC2CCCO2)nc1N (stereo not drawn)	-8.5	-5.7	4.0	i	i	i	0.3	i	i	-0.4	i
O=C(CCc1nnc(-c2ccccc2)o1)c1ccc(Cl)cc1	6.5	1.8	-6.3	i	i	i	?	i	i	-25.3	i
CCC(C)N(C(=O)Cn1c(Cl)nc2c1c(=O)n(C)c(=O)n2C)C1CCS(=O)(=O)C1 (stereo not drawn)	6.1	-2.5	21.5	i	i	i	-5.6	i	i	-26.2	i
CSc1ccccc1C(=O)NCC(c1ccco1)N(C)C (stereo not drawn)	7.3	-6.4	1.4	i	i	i	1.0	i	i	15.1	i
O=C(Nc1ccc(-c2cnco2)cc1)c1ccccc1	-172.5	-0.2	2.2	i	i	i	3.5	i	i	-101.6	i
COc1ccc(C)cc1NC(=O)NCCC1=CCCCC1	21.2	-4.6	-0.6	i	i	i	-0.5	i	i	-38.1	i
